aGal spleen mod – inhibits or activates alpha-galactosidase in human spleen homogenate; P06280; human spleen homogenate, 4MU-alpha-Gal fluorescence, 40 min; Potency, µM (titrated, usually from 80 µM), without a hit: at the top dose activity change, negative = inhibition, actives largely listed as inhibitors; hit rate 0.008% among 240,000; AID 2107;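 also: potency is read from the fitted curve at half-maximal effect; 0% = enzyme with vehicle and -100% = no enzyme basal signal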
Target sequence (P06280 32-429 limits assumed): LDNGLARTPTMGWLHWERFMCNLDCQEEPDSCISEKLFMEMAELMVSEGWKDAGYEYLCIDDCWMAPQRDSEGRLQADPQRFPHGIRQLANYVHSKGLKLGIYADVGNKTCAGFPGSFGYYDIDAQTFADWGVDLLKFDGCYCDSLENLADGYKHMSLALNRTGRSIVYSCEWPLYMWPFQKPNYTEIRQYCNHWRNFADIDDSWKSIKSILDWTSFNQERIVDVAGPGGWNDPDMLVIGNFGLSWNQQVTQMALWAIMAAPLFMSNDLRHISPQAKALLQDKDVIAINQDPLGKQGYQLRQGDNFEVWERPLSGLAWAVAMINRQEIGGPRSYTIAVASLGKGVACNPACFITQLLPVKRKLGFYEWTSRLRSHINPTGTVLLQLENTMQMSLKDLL
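Inhibition or activation of alpha-galactosidase in human spleen homogenate is scored by 4-MU fluorescence after 40 min at 37C, pH 5.0, with 1 mM substrate. AC50s come from concentration-response fitted to the Hill equation.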
NPSR antagonist – antagonists of human neuropeptide S receptor cAMP signaling; Q6W5P4; CHO-NPSR cells, cAMP TR-FRET, antagonist mode; Potency, µM (highest dose often 38.3 µM), for inactives: at the highest dose activity change, negative = inhibition, actives largely listed as inhibitors; hit rate 1% among 220,000; also: potency is read from the fitted curve at half-maximal effect; % is scaled to controls: 0 for no effect and ±100 for the full control effect; nearly all actives have a fitted effect of over 50% in size; many of its hits are not listed in these tables
Epigenetic derep – derepresses silenced GFP reporter in murine cells; Potency, µM (series often up to 53.9 µM), without a hit: at the highest dose GFP activation, most hits filed as activators; murine LDR cells, GFP reporter derepression, 30 h; AID 1865; hit rate 0.2% among 280,000; also: potency is read from the fitted curve at half-maximal effect; % of control where 0% means no effect; nearly all actives have a fitted effect of over 60% in size
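Reporter derepression read as number of fluorescent GFP-positive objects, 20-120 um in size, counted by laser-scanning cytometer. Mouse LDR line with an epigenetically silenced CMV-GFP locus; compound incubation 30 h, 37 C.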
Tau fluor cs – counter-screen for tau fibril formation inhibitors. tau K18 P301L Alexa594 fluorescence, heparin fibrillization. Potency, µM (top dose mostly 57.7 µM), without a hit: at the top dose activity change, negative = decrease. hit rate 0.93% among 280,000; also: potency is read from the fitted curve at half-maximal effect; % is scaled to controls: 0 for no effect and ±100 for the full control effect; nearly all actives have a fitted effect of over 55% in size
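Human tau K18 P301L (15 uM unlabeled, 0.24 uM Alexa 594-labeled) in 100 mM sodium acetate pH 7 with 20 uM heparin, 6 hr at 37 C. ThT 30 uM added, 1 hr ambient; Alexa 594 FP and total fluorescence read at 555/632 nm.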
Tau fibril FP – blocks human tau fibril formation measured by polarization; K18 P301L tau heparin fibrillization, Alexa594 FP, 6 h; hit rate 0.39% among 280,000; P10636; Potency, µM (titrated, usually from 57.7 µM), for inactives: at the top dose activity, negative = inhibition, most hits filed as inhibitors; AID 1468; also: potency is read from the fitted curve at half-maximal effect; % is scaled to controls: 0 for no effect and ±100 for the full control effect; nearly all actives have a fitted effect of over 55% in size
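FP of Alexa 594-tau after heparin (20 uM) induction. Substrate: human K18 P301L, 15 uM unlabeled, 0.24 uM labeled. Buffer 100 mM sodium acetate pH 7. 6 hr, 37 C.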
TRb SRC2 PPI – inhibitors of human thyroid hormone receptor beta-SRC2 interaction; hit rate 0.065% among 280,000; Potency, µM (titrated, usually from 106 µM), for inactives: top-dose activity change, negative = inhibition, hits mostly inhibitors; TRbeta-SRC2 peptide binding, fluorescence polarization; receptor liganded with 1 µM T3;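 also: potency is read from the fitted curve at half-maximal effect; plate controls were bound peptide for no effect and peptide without receptor for full effect; nearly all actives have a fitted effect of over 50% in size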
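Human TRb ligand-binding domain (0.6 uM) is mixed with 20 nM Texas Red SRC2 peptide and 1 uM T3; after compound addition and 5 hr at ambient temperature, polarization is measured and normalized to unbound and bound controls.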
CBFb RUNX1 block – CBF-beta/RUNX1 interaction disruption; Potency, µM (titrated, usually from 59.8 µM), without a hit: at the top dose activity, negative = inhibition, most hits filed as inhibitors; AlphaScreen CBFb-His/RUNX1-biotin binding, biochemical; 230,000 tested, under 10 active; Q01196+Q13951; also: % of control where 0% means no effect
Target sequence (Q01196 whole entry, looked up): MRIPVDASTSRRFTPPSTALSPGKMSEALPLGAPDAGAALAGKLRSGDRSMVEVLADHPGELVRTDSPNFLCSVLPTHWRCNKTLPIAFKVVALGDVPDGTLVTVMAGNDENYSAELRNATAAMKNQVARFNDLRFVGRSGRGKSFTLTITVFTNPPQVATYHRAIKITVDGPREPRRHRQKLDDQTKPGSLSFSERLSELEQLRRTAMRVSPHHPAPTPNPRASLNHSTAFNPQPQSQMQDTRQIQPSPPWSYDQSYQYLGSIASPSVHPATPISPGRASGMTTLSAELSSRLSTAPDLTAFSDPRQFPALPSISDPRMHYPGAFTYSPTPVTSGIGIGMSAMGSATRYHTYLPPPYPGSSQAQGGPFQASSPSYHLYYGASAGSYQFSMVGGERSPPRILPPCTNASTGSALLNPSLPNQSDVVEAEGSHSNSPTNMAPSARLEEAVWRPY
Target sequence (Q13951 whole entry, looked up): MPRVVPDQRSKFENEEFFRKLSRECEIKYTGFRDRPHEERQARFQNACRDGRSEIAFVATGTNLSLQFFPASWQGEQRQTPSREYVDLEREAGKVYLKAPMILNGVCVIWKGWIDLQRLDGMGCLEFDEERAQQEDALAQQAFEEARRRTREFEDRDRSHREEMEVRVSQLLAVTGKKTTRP
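AlphaScreen proximity signal reports loss of binding between His-tagged CBF-beta and biotin-labelled RUNX1, each at 30 nM. Proteins are pre-associated for 20 minutes, compounds added for 15 minutes, then beads for 90 minutes, all at ambient temperature.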
TexasRed fluor – Texas Red fluorescence interference in TRb-SRC2 counter-screen; TRb/SRC2 Texas Red total fluorescence interference; Potency, µM (highest dose often 106 µM), for inactives: at the highest dose fluorescence change, negative = quenching; hit rate 0.29% among 280,000; active = well fitted curve in either direction with a large enough effect; inconclusive = small, poorly fitted or top-dose-only effect; also: potency is read from the fitted curve at half-maximal effect; % is scaled to controls: 0 for no effect and ±100 for the full control effect
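Human TRβ ligand-binding domain (0.6 uM) and Texas Red SRC2 peptide (20 nM) in Tris buffer with 1 uM T3 and 5% DMSO were incubated with pinned compound for 5 hr at ambient temperature. Total fluorescence was computed as S + 2P (555/632 nm).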
* marks the source's active call; other numbers are inactive results; ? = inconclusive; . = no result given; [ ] = dose if it differs, or a comment. Unless noted, calls follow the shape of the dose curve; as a rule, active = well fitted curve in the direction sought with a large enough effect; inconclusive = small, poorly fitted or top-dose-only effect, or another doubt; inactive = no such curve, though single readings can be large; an effect the other way counts as inactive or inconclusive. The list is partial. The share of hits here may be higher or lower than overall.

smiles	aGal spleen mod	NPSR antagonist	Epigenetic derep	Tau fluor cs	Tau fibril FP	TRb SRC2 PPI	CBFb RUNX1 block	TexasRed fluor
COC(=O)C1(CCSC)NC(c2ccc(O)c(OC)c2)C2C(=O)N(c3ccc(C)cc3)C(=O)C21 (stereo not given)	1%	10%	-1.4%	-4%	-1%	-2%	4%	1%
O=C(CSc1cn(CC(=O)N2CCCCCC2)c2ccccc12)Nc1ccccc1F	.	.	2.7%	-17%	-10%	6%	.	-4%
COc1cccc(C2C(C(=O)Nc3ccc(C)cc3C)=C(C)Nc3c(C(=O)Nc4ccccc4)cnn32)c1 (stereo not given)	.	.	-2.9%	?	?	-3%	.	?
CCCOc1ccc(C(=O)Nc2ccc3oc(-c4ccncc4)nc3c2)cc1	.	.	-0.8%	-9%	0%	-3%	.	-6%
O=C(CN1CCN(c2ccc(F)cc2)CC1)NCC1CCCO1 (stereo not given)	-18%	1%[46.1 µM]	-0.9%	-5%	-10%	0%	11%	-5%
O=C(COC(=O)c1ccc(CSc2ccc(Cl)cc2)cc1)Nc1ccccc1	-3%	4%	1.1%	-22%	?	-2%	-1%	2%
O=S(=O)(NC1CC1)c1ccc(S(=O)(=O)N2CCC3(CC2)OCCO3)cc1	11%	-2%	1.8%	-8%	-12%	-2%	0%	-2%
C/C(CC(=O)Nc1ccc(F)cc1)=N\NC(=O)Cc1csc(N)n1	-3%	-6%[46.1 µM]	1.3%	0%	-1%	8%	0%	-3%
CN1CCc2ccccc2CC1=O	-3%	16%	-4.3%	10%	8%	0%	16%	0%
O=C(Nc1cc(Cl)ccc1N1CCOCC1)c1ccc2c(c1)OCCO2	-2%	-41%	0.0%	-15%	-6%	9%	5%	0%
Cc1cc(C)cc(NC(=O)Cn2nnc(C(=O)NCc3ccccc3Cl)c2N)c1	.	.	-0.4%	-26%	?	-12%	.	-2%
CC1CCCC(C)N1CCCNC(=O)Cn1cc2c(n1)CCCC2 (stereo not given)	0%	0%[46.1 µM]	-3.6%	-15%	?	-9%	1%	-1%
Cc1nc2ccccc2nc1CSc1nnc(N)s1	8%	?	-1.0%	-5%	13%	7%	0%	0%
Clc1ccccc1CSC1=NCCCN1	-9%	-6%[46.1 µM]	2.6%	-1%	-8%	-24%	21%	2%
C=CCOC(=O)C1=C[C@H](c2coc3ccccc3c2=O)C[C@H](OCc2ccc(CO)cc2)O1	-14%	40%	3.0%	-17%	-3%	-9%	-13%	-1%
CCOc1ccc(N2C(=O)C(=O)/C(=C(/O)c3ccccc3)C2c2ccccc2[N+](=O)[O-])cc1 (stereo not given)	5%	38%[7.67 µM]	1.1%	-11%	1%	-1%	-4%	-1%
COc1ccc(C2c3[nH]c4ccccc4c3CCN2CCCn2cccn2)cc1C (stereo not given)	19%	48%	0.1%	-15%	7%	-1%	-29%	-5%
COc1ccc(CCN2C(=O)c3oc4cc(C)cc(C)c4c(=O)c3C2c2ccccc2F)cc1OC (stereo not given)	.	.	-0.7%	-4%	-4%	-2%	.	-1%
Cc1ccc(S(=O)(=O)Nc2nc(C)cc(NCCN)n2)cc1	5%	-8%[46.1 µM]	6.0%	-2%	-4%	-1%	2%	-1%
O=[N+]([O-])c1ccc(-c2cc(-c3ccc(Cl)cc3)n[nH]2)cc1	15%	1%[46.1 µM]	-1.1%	?	6%	2%	-5%	1%
CC1(C)CC(NC(=O)C(=O)NCCc2ccccc2)CC(C)(C)N1	6%	8%	5.1%	-4%	10%	11%	?	0%
C/C(=N\NC(=O)C1(C)CC1(Br)Br)c1ccc(NC(=O)C2CCC2)cc1 (stereo not given)	-8%	-1%	0.2%	0%	2%	-4%	-8%	-1%
Cn1c(=O)n(C)c2cc(CNCc3ccccc3)ccc21	.	.	-2.4%	4%	2%	-9%	.	0%
O=C(CNCC1CCCO1)Nc1ccccc1-n1cccc1 (stereo not given)	-3%	6%[46.1 µM]	-2.0%	8%	-7%	-9%	0%	-3%
COc1cccc(CCc2nnc(CCC(=O)NC(C)c3c(C)nn(C)c3C)o2)c1 (stereo not given)	4%	5%	0.0%	-11%	1%	0%	0%	-3%
COc1ccccc1OCCNC(=O)Nc1cc(F)c(F)cc1Cl	-4%	19%	0.0%	-21%	-4%	0%	1%	-5%
COc1ccccc1/C=N/NC(=O)c1ccc(Cn2nc([N+](=O)[O-])cc2C)cc1	3%	8%	-1.9%	-29%	15%	2%	-8%	-1%
OCCn1c(-c2ccccc2)csc1=Nc1ccccc1	2%	-4%	2.6%	-10%	-3%	-4%	-11%	-2%
Cc1oc(-c2ccccc2F)nc1CN1CCC(C(=O)NCc2cccnc2)CC1	-3%	1%[46.1 µM]	-1.0%	-4%	4%	3%	3%	-2%
Cc1ccc(CNC(=O)c2sc3nc4n(c(=O)c3c2C)CCCCC4)cc1	.	.	0.0%	-10%	-14%	0%	.	4%
O=C(Nc1cccc(Cl)c1)c1cccc(Oc2ccc([N+](=O)[O-])cc2Cl)c1	0%	-56%	0.0%	?	1%	-2%	-13%	-6%
CCC1CCCCN1C(=O)COc1ccccc1NC(C)=O (stereo not given)	2%	7%	5.5%	1%	3%	5%	5%	-4%
CCC(C)OC(=O)C1=C(C)OC23OC(N)=C(C#N)C12C(=O)c1ccccc13 (stereo not given)	-2%	-20%[46.1 µM]	13%	-13%	4%	-9%	-7%	1%
CC(=O)CC(C)(C)Nc1nc2ccc([N+](=O)[O-])cc2o1	-7%	-5%	0.0%	-4%	0%	1%	6%	-2%
Cc1ccccc1Nc1nnc(SCC(=O)c2cc3ccccc3o2)s1	5%	-3%	1.1%	?	4%	6%	-21%	-3%
Cc1ccc(-n2c(-c3cnccn3)n[nH]c2=S)cc1	-5%	-13%	3.1%	-10%	0%	1%	3%	0%
CCOc1ccc(CNS(=O)(=O)c2ccc3[nH]c4c(c3c2)CCCC4)cc1OC	.	.	-0.4%	?	5%	5%	.	-17%
Cc1nn(C)c(C(=O)N2CCc3ccccc32)c1Br	1%	15%	1.1%	-2%	8%	2%	-17%	3%
CCCn1c2ccccc2c2nc3ccccc3nc21	5%	-9%[46.1 µM]	1.0%	-11%	-1%	3%	?	-9%
Cc1nc2ncnn2c(C)c1CCC(=O)NCCc1ccccc1	0%	-6%[46.1 µM]	-1.0%	-7%	-7%	-1%	-10%	0%
Cc1ccc(Cl)cc1NC(=O)c1oc2ccc(S(=O)(=O)N3CCCCCC3)cc2c1C	.	.	7.4%	-15%	-8%	8%	.	-2%
O=C(CSc1nnnn1C1CCCCC1)NCc1cccc(C(=O)O)c1	6%	-3%[46.1 µM]	-0.1%	8%	3%	-8%	-7%	-2%
NC(=O)c1ccsc1NC(=O)CSc1nnc2ccccn12	9%	6%	-0.1%	-9%	?	-5%	17%	-3%
Cn1c(NC(=O)C[n+]2cc(-c3ccccc3)n3c2CCC3)cc(=O)n(C)c1=O	6%	31%	0.0%	-1%	4%	-12%	4%	-2%
COc1ccc(/C=N\NC(=O)C2COc3ccccc3O2)cc1O (stereo not given)	11%	6%	15%	1%	8%	1%	-4%	-3%

Given with each value named: part of the list above
CC(=O)CC(C)(C)Nc1nc2ccc([N+](=O)[O-])cc2o1
  aGal spleen mod = -7% | NPSR antagonist = -5% | Epigenetic derep = 0.0% | Tau fluor cs = -4% | Tau fibril FP = 0% | TRb SRC2 PPI = 1% | CBFb RUNX1 block = 6% | TexasRed fluor = -2%
Cc1ccc(Cl)cc1NC(=O)c1oc2ccc(S(=O)(=O)N3CCCCCC3)cc2c1C
  aGal spleen mod = . | NPSR antagonist = . | Epigenetic derep = 7.4% | Tau fluor cs = -15% | Tau fibril FP = -8% | TRb SRC2 PPI = 8% | CBFb RUNX1 block = . | TexasRed fluor = -2%

Next section:
smiles	aGal spleen mod	NPSR antagonist	Epigenetic derep	Tau fluor cs	Tau fibril FP	TRb SRC2 PPI	CBFb RUNX1 block	TexasRed fluor
CCN1CCN(C(=O)c2ccc3c(=O)n(CCC4=CCCCC4)c(=O)[nH]c3c2)CC1	19%	-6%[46.1 µM]	-1.2%	-7%	-7%	1%	3%	0%
Cc1ccc(N2CCC(N3CCN(C4CCCCC4)C(CCO)C3)CC2)cc1 (stereo not given)	-4%	-6%	-0.1%	-12%	-6%	-3%	0%	0%
Fc1ccc(N2Cc3ccsc3C=N2)cc1	4%	11%	-1.4%	0%	2%	-3%	5%	0%
Cc1cc(C)cc(OCc2cc(=O)n3cc(C)sc3n2)c1	.	.	-1.7%	-6%	-13%	1%	.	1%
COCCNC(=O)c1ccc(C(=O)C(=O)c2ccccc2)cc1	2%	-2%	0.0%	4%	3%	-3%	-2%	0%
C=Cc1ccc(COc2ccc3oc(-c4ccccc4)c(C(=O)OCC)c3c2)cc1	.	.	0.2%	-17%	?	7%	.	-3%
CCCOc1ccc(OCCSc2ncccn2)cc1	1%	-8%[46.1 µM]	0.9%	-16%	-2%	-8%	17%	0%
O=C(NCc1cccs1)c1cccnc1Cl	-5%	10%	-0.9%	5%	0%	3%	0%	1%
CCCCCCNCc1ccc(Br)cc1	-5%	4%[46.1 µM]	-1.0%	-13%	-13%	6%	5%	-5%
CCc1ccc(OC(C)c2nnc(SCC(=O)Nc3ncccc3C)n2C)cc1 (stereo not given)	-6%	-46%	-1.6%	-16%	-6%	1%	10%	-4%
COc1ccc(C(=O)c2ccccc2Cl)cc1	-11%	-7%[46.1 µM]	-4.1%	-11%	-10%	-3%	12%	1%
Cc1ccc(Cl)cc1NC(=O)Cn1c(=O)n(Cc2ccccc2)c(=O)c2oc3ccccc3c21	.	.	5.6%	-17%	-15%	0%	.	-3%
O=C(CCl)NC1(C(F)(F)F)C(=O)Nc2c1c(=O)[nH]c(=O)n2-c1ccccc1 (stereo not given)	-7%	-9%	1.1%	1%	2%	6%	0%	-2%
C=CCn1c(SCc2c(C)noc2C)nc2cc(C(=O)O)ccc2c1=O	7%	-2%[46.1 µM]	-0.3%	6%	3%	-18%	3%	-1%
Nc1ccc2nc(-c3ccc(Cl)cc3)[nH]c2c1	16%	2%[46.1 µM]	4.4%	25µM*[quencher]	7%	2%	?	-16%

Source: PubChem
